Source: PubChem BioAssay
L3MBTL1 block: qHTS Assay for the Inhibitors of L3MBTL1; Lethal(3)malignant brain tumor-like protein 1 (Homo sapiens), Q9Y468; 0.66% of 230,000 active; AID 485360, 2010; AlphaScreen L3MBTL1–H3K9me1 peptide binding; Potency, µM (top dose mostly 57.1 µM), for inactives: at the top dose activity, negative = inhibition, hits mostly inhibitors; also: nearly all actives have a fitted effect of over 60% in size
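AlphaScreen proximity signal between nickel-chelate acceptor and streptavidin donor beads (final 10 ug/mL) reports binding of 50 nM L3MBTL1 to 75 nM biotin-H3 K9me1 peptide; complex incubated with compounds 30 min at room temperature; cefsulodin titration as control.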
GoLoco inh red: qHTS Assay for Inhibitors of RGS12 GoLoco Motif Activity (Red Fluorophore); AID 880, 2007; Gai1:RGS12 GoLoco peptide FP, rhodamine, 10 min; Guanine nucleotide-binding protein G(i) subunit alpha-1 (Homo sapiens), P63096; Potency, µM (doses to about 61.6 µM), for inactives: top-dose activity, negative = inhibition, hits mostly inhibitors; 0.44% of 230,000 active; active = well fitted inhibition curve with a large enough effect, not every such curve was filed as active; inactive = no such curve, though single readings can be large or run the other way; also: nearly all actives have a fitted effect of over 30% in size; many of its hits are not listed in these tables
TR SRC2 fluor cs: Total Fluorescence Counterscreen for Inhibitors of the Interaction of Thyroid Hormone Receptor and Steroid Receptor Coregulator 2; AID 1479, 2009; Potency, µM (top dose mostly 106 µM), without a hit: at the top dose fluorescence change, negative = quenching; 0.29% of 280,000 active; TRb/SRC2 Texas Red total fluorescence interference; active = well fitted curve in either direction with a large enough effect; inconclusive = small, poorly fitted or top-dose-only effect
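Human TRβ ligand-binding domain (0.6 uM) and Texas Red SRC2 peptide (20 nM) in Tris buffer with 1 uM T3 and 5% DMSO were incubated with pinned compound for 5 hr at ambient temperature. Total fluorescence was computed as S + 2P (555/632 nm).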
RECQ1 helicase: qHTS Assay for Inhibitors of RecQ-Like Dna Helicase 1 (RECQ1); ATP-dependent DNA helicase Q1 (Homo sapiens), P46063; Potency, µM (highest dose often 57.3 µM), without a hit: at the highest dose activity, negative = inhibition, actives largely listed as inhibitors; RECQ1 DNA unwinding, red fluorescence kinetic read; 0.54% of 240,000 active;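 also: plate controls were vehicle for no effect and no enzyme for full effect; nearly all actives have a fitted effect of over 30% in size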
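RECQ1T1 50 nM; forked duplex (20 bp + 30-nt ss tails) 200 nM, ATP 2 mM final; pH 8.0, 2 mM MgCl2, 2.5 ug/ml poly(dI-dC); 15 min compound preincubation; discontinuous kinetic read over 2 h at RT.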
KDM4E inh: qHTS Assay for Inhibitors of Human Jumonji Domain Containing 2E (JMJD2E); Lysine-specific demethylase 4E (Homo sapiens), B2RXH2; 1.6% of 230,000 active; Potency, µM (doses to about 57.1 µM), inactives show top-dose activity change, negative = inhibition, most hits filed as inhibitors; JMJD2E catalytic domain, FDH-coupled NADH fluorescence (FDH is formaldehyde dehydrogenase); AID 2147, 2009; active = well fitted inhibition curve with a large enough effect, not every such curve was filed as active; inconclusive = small, poorly fitted or top-dose-only effect, or another doubt; inactive = no such curve, though single readings can be large or run the other way;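 also: 0% = wells with enzyme and -100% = buffer wells without enzyme; nearly all actives have a fitted effect of over 50% in size; many of its hits are not listed in these tables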
Target sequence (B2RXH2 1-337 limits assumed): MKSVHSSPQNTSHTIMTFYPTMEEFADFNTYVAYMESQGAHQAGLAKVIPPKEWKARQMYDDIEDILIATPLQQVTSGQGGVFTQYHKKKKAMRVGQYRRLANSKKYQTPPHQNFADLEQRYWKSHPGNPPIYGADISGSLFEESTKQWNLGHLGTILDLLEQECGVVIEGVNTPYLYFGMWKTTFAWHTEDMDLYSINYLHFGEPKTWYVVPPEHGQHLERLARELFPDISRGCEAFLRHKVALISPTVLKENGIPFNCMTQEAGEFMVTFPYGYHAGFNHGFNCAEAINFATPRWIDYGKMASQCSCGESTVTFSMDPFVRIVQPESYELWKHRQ
TRb SRC2 PPI: qHTS for Inhibitors of the Interaction of Thyroid Hormone Receptor and Steroid Receptor Coregulator 2 | TRbeta-SRC2 peptide binding, fluorescence polarization; receptor liganded with 1 µM T3 | 0.065% of 280,000 active | Thyroid hormone receptor beta (Homo sapiens), P10828 | Potency, µM (highest dose often 106 µM), without a hit: top-dose activity change, negative = inhibition, most hits filed as inhibitors;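 also: plate controls were bound peptide for no effect and peptide without receptor for full effect; nearly all actives have a fitted effect of over 50% in size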
Target sequence (P10828 whole entry, looked up): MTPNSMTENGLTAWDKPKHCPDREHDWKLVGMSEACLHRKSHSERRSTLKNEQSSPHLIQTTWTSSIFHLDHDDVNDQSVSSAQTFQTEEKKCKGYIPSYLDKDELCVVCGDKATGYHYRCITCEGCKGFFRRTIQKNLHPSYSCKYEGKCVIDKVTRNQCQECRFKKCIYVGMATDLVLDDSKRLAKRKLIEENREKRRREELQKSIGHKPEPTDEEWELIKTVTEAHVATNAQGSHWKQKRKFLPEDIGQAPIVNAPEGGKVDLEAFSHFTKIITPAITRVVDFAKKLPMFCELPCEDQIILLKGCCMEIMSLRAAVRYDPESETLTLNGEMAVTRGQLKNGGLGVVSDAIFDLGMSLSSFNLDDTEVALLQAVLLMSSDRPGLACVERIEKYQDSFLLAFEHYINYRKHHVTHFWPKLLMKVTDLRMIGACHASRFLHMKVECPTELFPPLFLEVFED
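Binding of a 20-amino-acid Texas Red SRC2 peptide (20 nM) to TRb ligand-binding domain (0.6 uM) with agonist T3 at 1 uM was followed by fluorescence polarization after a 5 hr room-temperature incubation.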
Tau ThT inhib: qHTS for Inhibitors of Tau Fibril Formation, Thioflavin T Binding; AID 1460, 2008; Microtubule-associated protein tau (Homo sapiens), P10636; recombinant tau K18 P301L (four-repeat tau fragment), heparin-induced fibrillization, ThT fluorescence; 2.1% of 270,000 active; Potency, µM (series often up to 57.4 µM), for the others: at the top dose activity, negative = inhibition, most hits filed as inhibitors; also: nearly all actives have a fitted effect of over 55% in size
Target sequence (P10636 561-689 P618L limits assumed): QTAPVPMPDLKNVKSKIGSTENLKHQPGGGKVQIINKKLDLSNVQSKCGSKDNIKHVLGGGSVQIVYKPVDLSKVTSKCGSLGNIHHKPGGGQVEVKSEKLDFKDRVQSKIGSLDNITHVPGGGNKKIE
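Tau K18 P301L fragment (15 uM unlabeled plus 0.24 uM Alexa 594-labeled) in 100 mM sodium acetate pH 7 with compound, fibrillization induced by 20 uM heparin for 6 hr at 37 C. Thioflavin T (30 uM) added, fluorescence read after 1 hr (ex 450, em 510 nm).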
Tau FP inhib: qHTS for Inhibitors of Tau Fibril Formation, Fluorescence Polarization; Potency, µM (doses to about 57.7 µM), for inactives: at the highest dose activity, negative = inhibition, most hits filed as inhibitors; 0.39% of 280,000 active; AID 1468, 2008; K18 P301L tau heparin fibrillization, Alexa594 FP, 6 h; also: nearly all actives have a fitted effect of over 55% in size
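K18 P301L tau (15 uM unlabeled/0.24 uM Alexa 594-labeled, final) + compound + heparin 20 uM final; 100 mM NaOAc pH 7; 6 hr 37 C; ThT 30 uM final added, 1 hr RT; FP ex 555/em 632 nm.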
Starred values were filed as active, the others as inactive; i = inactive; ? = inconclusive; · = not tested or not shown; [ ] = another dose, or the depositor's remark. Unless noted, calls follow the shape of the dose curve; as a rule, active = well fitted curve in the direction sought with a large enough effect; inconclusive = small, poorly fitted or top-dose-only effect, or another doubt; inactive = no such curve, though single readings can be large; an effect the other way counts as inactive or inconclusive. Unless noted, % is scaled to controls: 0 for no effect and ±100 for the full control effect; potency is read from the fitted curve at half-maximal effect. The list is partial; count on the stated rates, not on these rows.

SMILES	L3MBTL1 block	GoLoco inh red	TR SRC2 fluor cs	RECQ1 helicase	KDM4E inh	TRb SRC2 PPI	Tau ThT inhib	Tau FP inhib
Cc1noc(/C=C/c2ccccc2F)c1S(=O)(=O)N1CCC(C(=O)NCC(C)c2ccccc2)CC1 (stereo not given)	·	·	3%	·	·	-3%	6%	-8%
CCCCCC(=O)NNC(=O)c1c(O)c2ccccc2n(CC)c1=O	-3%	14%	-4%	-8%	-4%	3%	-8%	11%[2.34 µM]
Cc1cccc(NC(=O)c2ccc(Cn3nc(N4CCN(c5ccccc5)CC4)ccc3=O)o2)c1C	·	·	-2%	·	·	-5%	?	-8%
O=C(NCc1ccc2c(c1)OCO2)c1cccc(S(=O)(=O)N2CCCCC2)c1	-6%	12%	1%	i	-2%	2%	-11%	6%
Cc1ccc(N=C(NO)c2nonc2N)cc1	·	-9%	-10%	i	4%	-5%	3%	-7%
O=C1CC2(CCCC2)CC(=O)N1CCCCNCC1COc2ccccc2O1 (stereo not given)	·	9%	-1%	i	·	5%	4%	-3%
Cc1ccccc1S(=O)(=O)NCc1ccc(N2CCN(C)CC2)cc1	-4%	2%	0%	-10%	2%	0%	-3%	-5%
CCCNC(=O)CCC(=O)N1Cc2cccc(OC)c2Oc2ncccc21	·	·	3%	·	·	4%	4%	0%
COc1cc(C(=O)N2CCN(c3cccc(C)c3C)CC2)cc(OC)c1OC	-6%	1%	-3%	-6%	-10%	-7%	-16%	-6%
Cn1cccc1/C=C1\SC(=S)N(Nc2ccccc2)C1=O	?	15%	-4%	i	-2%	-2%	3.5µM*	4%
CN(C(=O)c1ccc2c(c1)OCO2)C1(C(=O)NC2CCCCC2)CCCCC1	-2%	·	-1%	-6%	?	12%	2%	-4%
CC(C)c1ccc(NC(=O)COC(=O)/C=C/c2cccc([N+](=O)[O-])c2)cc1	1%	5%	-4%	-3%	0%	1%	4%	-3%
Cc1ccc(CC(=O)Nc2ccc([N+](=O)[O-])cc2C)cc1	46%[activator]	3%	-6%	i	5%	-12%	5%	-4%
Cc1cccc(CN2C[C@]34C=C[C@@H](C[C@@H]3S2(=O)=O)O4)c1	·	1%	-3%	1%	6%	5%	-9%	-2%
CC1(C)C(=O)OC(c2c3ccccc3cc3ccccc23)C(C)(C)C1=O (stereo not given)	97%[activator]	2%	-2%	-14%	?	1%	-9%	?
COc1ccc(/C=N/N=C2/NC(=O)CC(C(=O)O)S2)cc1 (stereo not given)	5%	9%	-1%[53 µM]	-5%	-4%	0%[53 µM]	2%	8%
OCCCc1cn(-c2ccccc2)c2ccccc12	-3%	5%	-4%	-12%	-26%	4%	2%	-3%[2.34 µM]
CC(=O)Nc1ccc(OCC(O)CN2CCN(c3ccccc3Cl)CC2)cc1 (stereo not given)	4%	8%	2%	i	6%	8%	-17%	4%
O=S(=O)(NCc1cccc(Br)c1)c1ccc(-c2cc(C(F)(F)F)on2)s1	·	·	-1%	·	·	3%	20%	?
CCN1C(=O)CC(C(=O)NCCc2ccc(S(N)(=O)=O)cc2)SC1=Nc1ccc(OC)cc1 (stereo not given)	·	-16%	0%	-4%	5%	-13%	3%	-11%
CCOC(=O)CCNC(=O)Nc1ccc2nc(C)n(Cc3ccc(Cl)cc3)c(=O)c2c1	0%	12%	2%	-13%	?	-13%	-5%	10%
COc1ccccc1CN1C[C@@H]2C[C@@H](c3ccc(C)c(C)c3)N3CCC[C@@]23C1=O	30%	62%[activator]	-5%	-7%	-3%	-1%	3%	-8%
COc1ccc(Cc2nc(-c3ccc(Cl)cc3)no2)cc1	·	9%	2%	-16%	-1%	-7%	-5%	-2%
FC(F)(F)c1cccc(N2CCN(c3ncnc4c3nc3n4CCCC3)CC2)c1	·	·	6%	·	·	-1%	-8%	15%

Five entries picked at random from the list so far, as already listed:
SMILES	L3MBTL1 block	GoLoco inh red	TR SRC2 fluor cs	RECQ1 helicase	KDM4E inh	TRb SRC2 PPI	Tau ThT inhib	Tau FP inhib
CCN1C(=O)CC(C(=O)NCCc2ccc(S(N)(=O)=O)cc2)SC1=Nc1ccc(OC)cc1 (stereo not given)	·	-16%	0%	-4%	5%	-13%	3%	-11%
CC(=O)Nc1ccc(OCC(O)CN2CCN(c3ccccc3Cl)CC2)cc1 (stereo not given)	4%	8%	2%	i	6%	8%	-17%	4%
COc1cc(C(=O)N2CCN(c3cccc(C)c3C)CC2)cc(OC)c1OC	-6%	1%	-3%	-6%	-10%	-7%	-16%	-6%
COc1ccc(Cc2nc(-c3ccc(Cl)cc3)no2)cc1	·	9%	2%	-16%	-1%	-7%	-5%	-2%
CN(C(=O)c1ccc2c(c1)OCO2)C1(C(=O)NC2CCCCC2)CCCCC1	-2%	·	-1%	-6%	?	12%	2%	-4%

New compounds follow
SMILES	L3MBTL1 block	GoLoco inh red	TR SRC2 fluor cs	RECQ1 helicase	KDM4E inh	TRb SRC2 PPI	Tau ThT inhib	Tau FP inhib
CCOP(=O)(OCC)c1nc(-c2ccc(Cl)cc2Cl)oc1N1CCOCC1	-11%	14%	0%	i	?	3%	-3%	-6%
COc1cc(C(=O)O)cc(Br)c1OC1CCCC1	·	7%	1%	i	-1%	-15%	1%	4%
Cc1ccc(SCC(=O)Nc2ccc(S(=O)(=O)Nc3nccs3)cc2)cc1	-14%	10%	2%	-5%	-7%	4%	-15%	-2%
Cc1ccc(CNC(=O)c2cn(C)c3ccc(S(=O)(=O)N(C)C4CCCCC4)cc3c2=O)cc1	·	·	-1%	·	·	-2%	-7%	-1%
COc1cc(-c2nnc(SCCOc3ccc(C)c(Cl)c3)o2)cc(OC)c1OC	·	·	0%	·	·	-3%	3%	?
CCN1CC(CN(C)Cc2nc(COc3ccccc3)no2)CC1=O (stereo not given)	12%	-1%	-1%	i	11%	3%	-3%	6%
Cc1ccccc1-c1noc(CSc2nnc(Cc3ccccc3)n2-c2ccc(F)cc2)n1	·	·	-23%	·	·	1%	?	-4%
COC(=O)COc1cccc2c(=O)n(CC(=O)NCc3ccc(F)cc3)ccc12	5%	2%	-4%	-7%	?	-1%	5%	0%
NC(=O)c1cccc(S(=O)(=O)N2CCCCC2)c1	-3%	1%	-3%	-3%	6%	-3%	-2%	3%
Cc1nn(C(C)C(=O)N2CCc3ccccc3C2)c(=O)c2cc3occc3n12 (stereo not given)	41%[activator]	16%	-8%	0%	?	-3%	-9%	-13%
CN(C)S(=O)(=O)Oc1ccsc1C(=O)Nc1ccc(C(F)(F)F)cc1	12%	10%	-1%	-3%	1%	3%	-5%	-14%
COc1ccccc1NC(=O)c1cccnc1	·	-5%	2%	i	-6%	-20%	4%	?
Cc1ccc(C(C(=O)NC2CCCCC2)N(Cc2ccccc2)C(=O)Cc2c[nH]c3ccccc23)o1 (stereo not given)	-11%	2%	0%	-7%	3%	-5%	-13%	10%
CC(C)N(CCc1ccncc1)C(=O)Nc1ccc(Cl)c(Cl)c1	1%	14%	1%	-6%	-12%	3%	-3%	-8%
Cc1nc(N2CCN(Cc3ccc(Cl)cc3)CC2)c2oc3ccccc3c2n1	-24%	1%	-2%	?	?	5%	?	-2%
Cc1cc2c(N=O)c(NO)ccc2[nH]1	·	13%	1%	i	11µM*	1%	?	3%
Cc1ccccc1C(=O)Nc1ccc(Br)c(C)n1	·	-6%	1%	4%	-8%	0%	-15%	2%
COCC(C)NC(=O)CCS(=O)(=O)c1nc(-c2ccc(OC)cc2)cc(C(F)(F)F)n1 (stereo not given)	-1%	3%	-2%	-12%	?	-5%	6%	?
CCCc1nnc(SCC(=O)N2CCCC(C)C2)n1CCOC (stereo not given)	·	4%	-8%	-14%	0%	-2%	-3%	-6%
CCOC(=O)/C(C#N)=C/Nc1ccccc1NS(=O)(=O)c1cccc(C(C)=O)c1	-5%	1%	0%	i	-5%	2%	-6%	2%
CCCCCOC(=O)C1C(c2ccccc2)C(C(=O)O)C1c1ccccc1 (stereo not given)	7%	-17%	0%	5%	8%	2%	-6%	-2%
CN(C(=O)COC(=O)c1ccc2c(c1)OCO2)C1CCS(=O)(=O)C1 (stereo not given)	-4%	11%	-4%	-7%	?	-4%	-4%	1%
CC(=O)C1=C(C)NC(SCSc2ccccc2)=C(C#N)C1c1cccnc1 (stereo not given)	0%	10%	1%	-10%	?	5%	-13%	-3%

Reformatted with values under each structure: 2 of the compounds above
Every second line gives: L3MBTL1 block, GoLoco inh red, TR SRC2 fluor cs, RECQ1 helicase, KDM4E inh, TRb SRC2 PPI, Tau ThT inhib, Tau FP inhib
- CCOC(=O)/C(C#N)=C/Nc1ccccc1NS(=O)(=O)c1cccc(C(C)=O)c1
→ -5%, 1%, 0%, i, -5%, 2%, -6%, 2%
- CCCCCOC(=O)C1C(c2ccccc2)C(C(=O)O)C1c1ccccc1 (stereo not given)
→ 7%, -17%, 0%, 5%, 8%, 2%, -6%, -2%

Two compounds from above, showing only L3MBTL1 block, KDM4E inh and TRb SRC2 PPI:
SMILES,L3MBTL1 block,KDM4E inh,TRb SRC2 PPI
CCCCCOC(=O)C1C(c2ccccc2)C(C(=O)O)C1c1ccccc1 (stereo not given),7%,8%,2%
CN(C(=O)COC(=O)c1ccc2c(c1)OCO2)C1CCS(=O)(=O)C1 (stereo not given),-4%,?,-4%
